M4 PAM: human M4 muscarinic receptor positive allosteric modulators, primary screen, CHO-K1 cells, Fluo-8 calcium fluorescence. Muscarinic acetylcholine receptor M4 (Homo sapiens), P08173. 0.4% of 360,000 active. activation, % at 3 µM. AID 624126, 2012. CHO-K1 hM4/Gqi5, ACh EC20; 0% = ACh EC20, 100% = maximal ACh;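 active means activation above its plate's cutoff, the mean activation of sample wells plus 3 SD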; further: some results filed as inactive read as strong as hits
Target sequence (P08173 whole entry, looked up): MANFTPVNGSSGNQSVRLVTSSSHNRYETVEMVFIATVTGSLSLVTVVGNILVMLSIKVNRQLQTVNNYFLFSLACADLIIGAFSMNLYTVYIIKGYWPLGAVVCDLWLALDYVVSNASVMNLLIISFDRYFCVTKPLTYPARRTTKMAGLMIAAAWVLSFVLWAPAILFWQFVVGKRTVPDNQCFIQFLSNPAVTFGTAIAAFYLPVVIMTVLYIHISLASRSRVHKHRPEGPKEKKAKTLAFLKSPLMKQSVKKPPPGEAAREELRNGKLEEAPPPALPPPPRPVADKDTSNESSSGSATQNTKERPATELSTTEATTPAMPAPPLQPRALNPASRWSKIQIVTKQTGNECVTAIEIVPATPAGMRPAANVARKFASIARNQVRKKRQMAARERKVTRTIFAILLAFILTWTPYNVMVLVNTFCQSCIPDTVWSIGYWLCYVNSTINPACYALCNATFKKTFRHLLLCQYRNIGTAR
CHRM5 agonist: human M5 muscarinic receptor agonists, primary screen, CHO-K1 cells, Fluo-8 calcium fluorescence | Muscarinic acetylcholine receptor M5 (Homo sapiens), P08912 | CHO-K1 hM5 cells; 0% DMSO wells, 100% maximal acetylcholine response | activation, % at 3 µM | 0.19% of 360,000 active | AID 624037, 2012;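 active means activation above the run's mean over test compounds plus 3 SD, cut at about 23% in these data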;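 further: signal is peak over basal fluorescence ratio across the kinetic read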
Target sequence (P08912 whole entry, looked up): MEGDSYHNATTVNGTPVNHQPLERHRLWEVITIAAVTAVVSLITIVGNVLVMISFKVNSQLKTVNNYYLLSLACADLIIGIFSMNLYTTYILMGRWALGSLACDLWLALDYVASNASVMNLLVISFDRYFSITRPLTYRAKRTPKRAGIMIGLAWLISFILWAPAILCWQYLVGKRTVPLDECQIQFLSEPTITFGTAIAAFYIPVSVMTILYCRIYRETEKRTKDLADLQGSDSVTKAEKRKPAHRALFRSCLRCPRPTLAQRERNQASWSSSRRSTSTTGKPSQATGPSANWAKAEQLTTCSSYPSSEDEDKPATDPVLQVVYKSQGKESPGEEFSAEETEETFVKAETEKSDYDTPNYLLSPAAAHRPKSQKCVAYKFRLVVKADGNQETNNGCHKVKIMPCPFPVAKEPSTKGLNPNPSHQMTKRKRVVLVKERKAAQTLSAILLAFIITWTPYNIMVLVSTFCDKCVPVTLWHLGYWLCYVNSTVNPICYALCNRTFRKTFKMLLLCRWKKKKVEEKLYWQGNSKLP
CHO-K1 Ca ag: counter-screen for M1 agonists: effect in parental CHO-K1 cells | Fluo-8 calcium fluorescence; scaled to maximal ATP response, vehicle zero | activation, % at 3 µM | 0.48% of 360,000 active | AID 602248, 2012; in the data active means activation above about 15%;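 further: untransfected CHO-K1 host cells lacking M1 receptor as counterscreen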
CHO-K1 Ca antag: nonselective inhibitor or artifact in parental CHO-K1 cells | ATP-induced calcium, Fluo-8 fluorescence | inhibition, % at 3 µM | 0.6% of 360,000 active;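 active means inhibition above a per-plate cutoff, the plate's mean sample inhibition plus 3 SD, cut at about 24% in these data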;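 further: 0% = DMSO plus EC80 ATP and 100% = DMSO alone without ATP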
M5 antag: human M5 muscarinic receptor antagonists, primary screen, CHO cells, Fluo-8 calcium fluorescence | Muscarinic acetylcholine receptor M5 (Homo sapiens), P08912 | CHO-hM5 cells, ACh EC80 | inhibition, % at 3 µM | 0.59% of 360,000 active | AID 624040, 2012;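 active means inhibition above a per-plate cutoff, the mean of that plate's test compounds plus 3 SD, cut at about 27% in these data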;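 further: 0% = acetylcholine EC80 with DMSO and 100% = DMSO without agonist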
M5 PAM: human M5 muscarinic receptor positive allosteric modulators, primary screen, CHO-K1 cells, Fluo-8 calcium fluorescence; Muscarinic acetylcholine receptor M5 (Homo sapiens), P08912; 0.3% of 360,000 active; activation, % at 3 µM; CHO-K1 hM5, ACh EC20 PAM; 0% = ACh EC20, 100% = ACh EC100;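 active means activation above the run cutoff, the mean activation of all test compounds plus 3 SD, cut at about 18% in these data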
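Assay system – human M5 receptor in CHO-K1 cells · Read-out – % activation, ACh-normalized · Technique – Fluo-8 calcium fluorescence · Dosing – single-point, 3 µM nominal · Incubation – Fluo-8 loading 80 min at 37 °C plus 30 min room temperature · Repeats – singlicate, one well per test compound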
M4 ag: human M4 muscarinic receptor agonists, primary screen, CHO-K1 cells, Fluo-8 calcium fluorescence; Muscarinic acetylcholine receptor M4 (Homo sapiens), P08173; CHO-K1 hM4/Gqi5; vehicle 0%, full acetylcholine response 100%; activation, % at 3 µM; 0.14% of 360,000 active;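 active means activation above the run mean over all test wells plus 3 SD, cut at about 32% in these data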;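 further: peak over basal fluorescence ratio per well then scaled between controls; 0% = DMSO wells and 100% = acetylcholine at EC100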
CHO-K1 Ca PAM: nonselective calcium activators in parental CHO-K1 cells, primary screen, counter-screen for M1 PAM project, cell-based, Fluo-8 calcium fluorescence, full deck, 1536-well; ATP EC20; 0% at ATP EC20, 100% at ATP max; activation, % at 3 µM; 0.02% of 360,000 active;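 active means activation above the run cutoff, the mean activation of all test compounds plus 3 SD, cut at about 40% in these data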;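 further: peak over basal fluorescence ratio in a 140 s read after ATP addition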
M4 antag: human M4 muscarinic receptor antagonists, primary screen, CHO cells, Fluo-8 calcium fluorescence; Muscarinic acetylcholine receptor M4 (Homo sapiens), P08173; CHO-hM4 cells, ACh EC80; inhibition, % at 3 µM; 0.73% of 360,000 active; AID 624125, 2012;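 active means inhibition above its plate's cutoff, the mean inhibition of sample wells plus 3 SD, cut at about 27% in these data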;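 further: 0% = acetylcholine EC80 with DMSO and 100% = DMSO without agonist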
* marks the source's active call; other numbers are inactive results; / = not tested or not shown.

SMILES	M4 PAM	CHRM5 agonist	CHO-K1 Ca ag	CHO-K1 Ca antag	M5 antag	M5 PAM	M4 ag	CHO-K1 Ca PAM	M4 antag
CC1(c2ccc(Cl)cc2)NC(=O)N(CC(=O)NCCC2=CCCCC2)C1=O (configuration not stated)	15	6	2.4	-25	-3	3	6	10	-12
NS(=O)(=O)c1ccc(CNS(=O)(=O)c2cccc3nonc23)cc1	-8	1	0.1	4	10	-2	0	-22	7
CCCCN(C)C1=CC2=CC(=C(C#N)C#N)CCC2CC1 (configuration not stated)	-25	670*	578*	92*	84*	-24	439*	-17	81*
COc1ccc(C2(C(=O)NCc3ccccc3Cl)CCOCC2)cc1OC	-2	1	-0.5	-2	-8	3	1	14	-6
CC(=O)NC1C(=O)N(CCc2ccccc2)c2ccccc21 (configuration not stated)	-2	-1	0.0	-8	-2	0	2	22	-2
CCOC(=O)C(C)NC(=O)CCc1nnc2ccc(N3CCC(C)CC3)nn12 (configuration not stated)	-8	-4	-0.6	-16	7	1	-1	-10	-1
CN(C)C(=O)c1ccc(NC(=O)c2cccnc2)cc1	-1	1	0.3	1	-1	-6	1	7	-4
COc1cc(C(CC(=O)Nc2ccc(C)cn2)N2Cc3ccccc3C2=O)cc(OC)c1OC (configuration not stated)	6	-3	0.4	-2	-1	2	1	-3	-4
CC(C)CNC(=O)C(=O)NCC1OCCN1S(=O)(=O)c1cccs1 (configuration not stated)	-1	0	2.1	-18	-2	8	1	11	-1
NS(=O)(=O)c1ccc(CCNC(=O)CN2C(=O)c3ccccc3S2(=O)=O)cc1	-2	-1	0.1	0	6	3	0	-6	2
O=C(COc1ccccc1)NCCS(=O)(=O)N1CCN(c2ccccc2)CC1	10	1	0.8	7	6	2	4	-10	-9
C=CCn1c(CNS(=O)(=O)c2ccc(Br)cc2)nnc1SC	0	-5	-0.4	-4	13	-2	1	-11	-5
Cc1ccc2[nH]cc(CCNS(=O)(=O)c3ccc(F)cc3)c2c1	-2	4	0.8	-9	6	1	2	20	-5
N#Cc1cc2c(=O)n3ccccc3nc2n(-c2ccccc2Cl)c1=O	-8	-11	0.7	2	12	3	0	24	8
Cc1nnc(SCc2ccccc2C#N)n1-c1ccccc1	4	-6	0.6	-3	0	5	2	9	1
Cn1cc(S(=O)(=O)N2CCN(c3ccccc3F)CC2)c(=O)n(C)c1=O	6	2	0.6	-5	3	-1	1	0	-7
COc1ccccc1CC(=O)Nc1nc(-c2ccc(F)c(F)c2)cs1	-8	-4	4.5	-15	14	-11	7	8	-12
Cc1ccc(S(=O)(=O)Nc2ccnc(-c3cccnc3)n2)cc1	1	-1	0.3	0	3	-2	1	-3	7
CCOc1cccc(CN2CCN(CCCc3ccccc3)C(CCO)C2)c1O (configuration not stated)	0	-5	0.1	-1	-3	11	2	-11	-5
COc1cc(CNCc2ccccn2)ccc1OCC(N)=O	5	3	0.3	3	-2	-1	1	-6	10
S=C(NCc1ccccc1)N1CCn2cccc2C1c1cccnc1 (configuration not stated)	2	0	1.4	-22	6	0	2	22	-1
CNC(=O)c1csc(-c2ccc(C)cc2)n1	12	-1	-0.6	-4	5	-1	-2	7	0
CCCN(C(=O)COC(=O)CCOc1ccccc1C)c1c(N)n(Cc2ccccc2)c(=O)[nH]c1=O	-2	-3	0.4	1	-3	-1	0	4	1
CC(C)[C@H]1COC(NC2=N[C@@H](C(C)C)CO2)=N1	-2	-5	1.1	-8	10	1	0	19	4
CCCc1nc(SCC(=O)N2CCCC2)c2ccccc2n1	9	2	0.4	-3	-7	2	1	14	4

Next section:
SMILES	M4 PAM	CHRM5 agonist	CHO-K1 Ca ag	CHO-K1 Ca antag	M5 antag	M5 PAM	M4 ag	CHO-K1 Ca PAM	M4 antag
O=C(CNC(=O)c1ccccc1)OCC(=O)c1ccc(Cl)s1	5	2	0.2	2	-3	-1	1	-16	2
C=CCOC(=O)C1=C(C)NC(SC)=C(C#N)C1c1cccs1 (configuration not stated)	-2	-11	-0.8	1	3	8	-1	5	5
O=C(COC(=O)C1CCN(C(=O)c2ccc(Cl)cc2)CC1)NC1CCS(=O)(=O)C1 (configuration not stated)	11	3	0.3	-4	3	3	1	7	-1
CCc1noc(C)c1C(=O)NNC(=O)c1cc(OC)cc(OC)c1	5	2	0.4	-10	18	-16	2	1	2
O=C(c1cc(COc2ccc(F)cc2F)on1)N1CC[C@@H]2CCCC[C@H]2C1	-7	-6	-0.9	10	5	-7	1	-26	5
COC(=O)C1=C(CSc2nnnn2C)NC(=O)NC1c1cc(C)ccc1C (configuration not stated)	4	0	0.2	0	-5	-5	1	7	1
COc1ccc(S(=O)(=O)N2CCOCC2)cc1NC(=O)CCNC(=O)c1ccc([N+](=O)[O-])cc1	0	3	0.0	8	11	-6	0	-19	2
O=C(NC1CCCCC1)N1CCc2ccccc21	3	-11	-0.9	-9	8	1	-1	13	5
Cc1ccc(/C=C/S(=O)(=O)NCC(=O)OCC(=O)Nc2c(F)cccc2F)cc1	6	-2	0.2	-4	8	-1	1	-4	-8
COc1ccc(NC(=O)NNC(=O)COc2ccc3cc(Br)ccc3c2)cc1	2	-2	0.4	-7	4	0	2	6	3
O=C(Nc1ncc(Cl)cn1)c1cccs1	1	-2	0.0	-6	-3	1	0	16	-2
COc1cccc(CNC(C)C(=O)Nc2ccc3c(c2)OCCO3)c1 (configuration not stated)	-2	-3	0.3	-2	8	5	1	11	0
Fc1cc(NC(=S)NCc2ccc(CNC(=S)Nc3ccc(Cl)c(F)c3)cc2)ccc1Cl	24	0	1.4	-10	-4	8	2	13	1
OC(Cc1cccnc1)(c1ccccc1)c1ccccc1	-4	-11	-0.5	-4	-11	10	3	-5	4
COc1cc(/C=C/C(=O)OCC(=O)N2CCCc3ccccc32)ccc1O	0	8	0.8	4	-6	-3	7	-9	14
COc1ccccc1NC(=O)c1cc[n+]([O-])cc1	-2	-1	0.5	7	8	-1	0	-17	-4
CSCCC(NC(=O)/C(=C/c1ccco1)NC(=O)c1ccc(Br)o1)C(=O)O (configuration not stated)	6	-3	0.1	-12	1	3	1	-2	-14
N=c1c(C(=O)NC2CCCCC2)cc2c(=O)n3ccccc3nc2n1Cc1cccnc1	-11	-9	-0.6	13	20	-3	7	6	-3
CC1(C)Cc2c(cnn2-c2cccc(F)c2)C(NC(=O)CN2CCCC2=O)C1 (configuration not stated)	1	-4	0.7	-6	5	-4	1	18	2
CCN(N)C(=S)Nc1ccc(F)cc1	0	-8	-0.4	-11	0	7	-1	3	1
CCn1c(COc2ccccc2)nnc1SCc1ccc(C#N)cc1	2	-3	1.1	0	2	-3	4	-3	-7
c1cc(Nc2cccc3nccnc23)c2nccnc2c1	-1	-4	1.8	-3	4	-5	0	15	2
COc1ccc(CNC(=O)CCN2C(=O)c3ccccc3S2(=O)=O)cc1	-4	1	0.2	2	4	-1	1	-16	4
COc1ccc(C(=O)Nn2c(SCc3cccc([N+](=O)[O-])c3)nc3ccccc3c2=O)cc1	-11	1	2.1	2	10	-7	1	15	14
CCC1CCCCN1CCNC(=O)c1[nH]c(C)c(C(C)=O)c1C (configuration not stated)	-1	-1	0.2	-13	-16	21*	0	15	-3

Record cards, as listed above.
Entry for OC(Cc1cccnc1)(c1ccccc1)c1ccccc1 = M4 PAM = -4; CHRM5 agonist = -11; CHO-K1 Ca ag = -0.5; CHO-K1 Ca antag = -4; M5 antag = -11; M5 PAM = 10; M4 ag = 3; CHO-K1 Ca PAM = -5; M4 antag = 4
Entry for CNC(=O)c1csc(-c2ccc(C)cc2)n1 = M4 PAM = 12; CHRM5 agonist = -1; CHO-K1 Ca ag = -0.6; CHO-K1 Ca antag = -4; M5 antag = 5; M5 PAM = -1; M4 ag = -2; CHO-K1 Ca PAM = 7; M4 antag = 0

Next section.
SMILES	M4 PAM	CHRM5 agonist	CHO-K1 Ca ag	CHO-K1 Ca antag	M5 antag	M5 PAM	M4 ag	CHO-K1 Ca PAM	M4 antag
Cc1ccc(-c2nnc(NC3CCCCC3)c3ccccc23)cc1S(=O)(=O)N1CCN(C)CC1	0	0	0.6	-4	9	-4	2	-9	0
O=C1CCC(/C=C/c2ccccc2)=NN1Cc1ccccc1	10	-4	-0.4	3	-11	5	1	-4	1
CCN(CC)CCCNc1nc2ccccc2c2[nH]c3ccc(OC)cc3c12	-4	1	-0.4	-2	0	0	8	-21	-10
CCOC(=O)N1CCN(C(=O)c2cccc(S(=O)(=O)Nc3ccc(OC)cc3)c2)CC1	6	3	0.9	0	-5	6	4	-3	0
CC1(C)Cc2cccc(OCC(=O)Nc3nccs3)c2O1	1	0	1.4	-7	3	-11	3	13	2
Cc1cc2c(OCC(O)CN3CCCCC3)cccc2[nH]1 (configuration not stated)	5	-2	1.4	-1	-7	6	1	24	0
Cc1ccc(Cn2ccc(=O)c(OCc3ccccc3)c2C)cc1	2	4	0.6	-3	-2	22*	4	9	-5
Cc1ccc(N2CC(C(=O)NC3CCSC3=O)CC2=O)cc1 (configuration not stated)	-1	-1	0.3	-6	-3	3	1	11	7
Cc1ccc(C(=O)Nc2ccccc2OC(F)F)cc1	5	-2	-0.1	-19	0	0	0	-4	-1
Cc1ccc(C(=O)N2CCNC(=O)C2CC(=O)Nc2ccc(F)cc2)cc1C (configuration not stated)	5	-3	1.9	-1	5	2	0	11	-3
COc1ccc(/C=N/OCC(=O)Nc2nc3ccccc3s2)cc1	13	0	0.8	-6	-3	3	1	21	-4
Cc1ccc(CNC(=O)c2ccc3c(c2)S(=O)(=O)c2ccccc2C3=O)cc1	7	-4	0.2	-7	8	5	8	11	-15
CN1C(=O)[C@H]2[C@@H](C3CC3)N3C(=O)CN(Cc4ccccc4)C(=O)[C@@]3(C)[C@H]2C1=O	0	-3	-0.4	4	14	-1	0	-22	4
CCn1nnnc1SCC(=O)c1cccc(OC)c1	-3	-2	-0.1	-7	4	-8	1	9	0
Cc1cc(NS(=O)(=O)c2ccc(N3C(=O)C4C5C=CC(C5)C4C3=O)cc2)nc(C)n1 (configuration not stated)	19	-2	0.2	-9	6	0	1	23	-11
C/C(=N\N=C1\NC(=O)C(CC(=O)Nc2ccccc2F)S1)C1CCCCC1 (configuration not stated)	1	-1	0.5	-6	-7	3	-1	-11	-3
Cc1cccc2nc(CSc3ccccc3N)cn12	4	-3	0.2	13	4	-5	0	-5	12
CCOC(=O)N1CCN(C(=O)C[C@@H]2C[C@@]3(C(=O)OC)CCCCC=C3N(Cc3ccc4c(c3)OCO4)C2=O)CC1	-7	6	/	/	3	-6	20	/	1
Cn1c(-c2csc(-c3ccccc3)n2)n[nH]c1=S	-3	-5	-0.3	15	-7	1	0	-15	4
CCSc1nncn1/N=C/c1ccc(OC)c(OC)c1	9	-2	0.0	-7	-2	0	0	8	1
O=C1c2ccccc2-n2c1nc1ccccc1c2=O	-5	4	-0.1	2	2	2	1	-6	-3
O=c1[nH]c(-[n+]2ccc3ccccc3c2)c(/C=N/N=C(\[O-])c2ccccc2)s1	0	-3	0.9	-6	1	-1	3	18	9

Source: PubChem BioAssay (The Scripps Research Institute Molecular Screening Center)
